TSG101-PTAP inh: inhibitors of HIV-1 PTAP binding to human TSG101, validation; AID 1347069; Q99816; Potency, µM (top dose mostly 115 µM), inactives show at the top dose activity change, negative = inhibition, most hits filed as inhibitors; 44,000 tested, under 10 active; Fluorescence polarization, FITC-PTAP peptide/Tsg101, 20 min; also: potency is read from the fitted curve at half-maximal effect; 0% is about no effect
Target sequence (Q99816 whole entry, looked up): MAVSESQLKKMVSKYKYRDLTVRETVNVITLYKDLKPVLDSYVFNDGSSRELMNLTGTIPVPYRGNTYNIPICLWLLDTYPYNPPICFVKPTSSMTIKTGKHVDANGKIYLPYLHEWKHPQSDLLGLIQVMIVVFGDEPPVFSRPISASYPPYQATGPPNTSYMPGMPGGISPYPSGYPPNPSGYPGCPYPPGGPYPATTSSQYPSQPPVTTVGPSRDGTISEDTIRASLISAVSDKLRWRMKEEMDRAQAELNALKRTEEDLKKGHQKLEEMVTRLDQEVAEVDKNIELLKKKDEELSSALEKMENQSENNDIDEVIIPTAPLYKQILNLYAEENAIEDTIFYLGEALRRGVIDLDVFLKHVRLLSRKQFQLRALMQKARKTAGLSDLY
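qHTS FP binding, 20 min r.t.: 10 uM Tsg101 domain + 50 nM FITC-PTAP peptide, pH 7.5 HEPES buffer with TCEP and EDTA.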
B2AR arrestin ag: ADRB2 beta-arrestin recruitment; 44,000 tested, under 10 active; Potency, µM (top dose mostly 46.1 µM), for inactives: at the highest dose activation, hits mostly activators; HTLA Tango cells, beta-arrestin recruitment, luciferase luminescence, 18 h; P07550;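 also: potency is read from the fitted curve at half-maximal effect; 0% = DMSO and full agonism = EC100 isoproterenol or metaproterenol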
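First, Tango cells carrying beta2-AR and beta-arrestin fusions received compound up to 46 microM. After 18 hr at 37 degrees C, luciferase substrate was added for 15 minutes, then luminescence gave %Activity for curve fitting.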
FH mod: Identification of activators of human fumarate hydratase by quantitative high-throughput screening; FH coupled MDH/diaphorase resazurin fluorescence, 15 min; Potency, µM (highest dose often 79.9 µM), inactives show at the highest dose activity change, negative = inhibition, hits mostly inhibitors; 54,000 compounds, 0.22% hits; AID 1347055, 2019; also: potency is read from the fitted curve at half-maximal effect; % is scaled to controls: 0 for no effect and ±100 for the full control effect; the screen sought activators but most active calls are inhibition curves; nearly all actives have a fitted effect of over 45% in size
p53null 39C kill: selectivity test: cytotoxicity in p53 null cells, nonpermissive temperature. H1299 p53-null (neo) cells, 39C, ATPlite viability, 24 h. Potency, µM (doses to about 46.1 µM), for the others: top-dose activity, negative = cell killing, usual class: cytotoxic. 55,000 compounds, 0.97% hits. AID 904;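 also: potency is read from the fitted curve at half-maximal effect; 0% = DMSO only and -100% = full killing by 100 µM tamoxifen; nearly all actives have a fitted effect of over 50% in size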
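Luminescent ATP signal reported cell survival after H1299 lines (neo, p53 null; or p53 A138V) received up to 46 uM compound and 24 hr incubation at 39C.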
NTMT1 inh: inhibitors of human N-terminal methyltransferase NTMT1. AID 1645870. Potency, µM (series often up to 114 µM), for the others: at the highest dose activity change, negative = inhibition, hits mostly inhibitors. NTMT1 MTase-Glo SAH luminescence, purified enzyme. 59,000 compounds, 2.5% hits;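 also: potency is read from the fitted curve at half-maximal effect; plate controls were DMSO vehicle for no effect and no enzyme for full effect; nearly all actives have a fitted effect of over 65% in size; many of its hits are not listed in these tables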
Target sequence (Q9BV86 whole entry, looked up): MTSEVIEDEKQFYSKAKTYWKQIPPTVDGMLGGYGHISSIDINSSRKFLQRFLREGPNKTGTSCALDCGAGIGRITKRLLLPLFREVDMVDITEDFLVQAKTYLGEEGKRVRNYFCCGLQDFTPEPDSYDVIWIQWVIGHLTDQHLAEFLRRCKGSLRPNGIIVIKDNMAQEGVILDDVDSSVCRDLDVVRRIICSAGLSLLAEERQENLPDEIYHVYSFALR
GALK inh: inhibits human galactokinase | P51570 | recombinant GALK, Kinase-Glo ATP luminescence, 1 h | Potency, µM (top dose mostly 57.5 µM), inactives show at the top dose activity, negative = inhibition, most hits filed as inhibitors | 44,000 tested, under 10 active | AID 1347072;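 also: plate controls were full GALK reaction for no effect and reaction lacking GALK for full effect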
Target sequence (P51570 whole entry, looked up): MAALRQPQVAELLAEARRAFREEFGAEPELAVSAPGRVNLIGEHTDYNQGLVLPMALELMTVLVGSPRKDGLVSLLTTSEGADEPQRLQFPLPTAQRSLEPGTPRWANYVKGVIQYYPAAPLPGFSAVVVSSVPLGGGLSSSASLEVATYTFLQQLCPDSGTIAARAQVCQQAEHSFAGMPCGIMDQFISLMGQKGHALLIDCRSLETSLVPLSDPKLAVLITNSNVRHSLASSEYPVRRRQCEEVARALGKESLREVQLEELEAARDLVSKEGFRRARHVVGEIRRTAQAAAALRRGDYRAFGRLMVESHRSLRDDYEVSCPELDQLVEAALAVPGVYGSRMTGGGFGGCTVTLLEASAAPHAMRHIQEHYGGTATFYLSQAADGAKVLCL
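5 nM GALK; 35 uM ATP; 100 uM D-galactose; 20 mM HEPES pH 8.0, 5 mM MgCl2, 60 mM NaCl, 1 mM DTT, 0.01% BSA; 1 h RT; Kinase-Glo Plus luminescence.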
p53null 32C kill: kills p53 null cells at the permissive temperature; H1299-neo p53 null cells, ATP luminescence, 24 h, 32C; Potency, µM (doses to about 46.1 µM), for inactives: at the highest dose activity change, negative = cytotoxicity, actives largely listed as cytotoxic; 55,000 compounds, 0.62% hits; AID 903;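 also: potency is read from the fitted curve at half-maximal effect; 0% = DMSO only and -100% = full killing by 100 µM tamoxifen; nearly all actives have a fitted effect of over 55% in size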
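H1299-neo, 600 cells/well; overnight 37C; cpd up to 46 uM, 24 h at 32C; ATPlite luminescence after 20 min RT; normalized to DMSO (0%) and tamoxifen 100 uM (100% kill); Hill-fit AC50.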
Active calls of the source: *; ? = inconclusive; / = not tested or not shown. Calls follow the shape of the dose curve; as a rule, active = well fitted curve in the direction sought with a large enough effect; inconclusive = small, poorly fitted or top-dose-only effect, or another doubt; inactive = no such curve, though single readings can be large; an effect the other way counts as inactive or inconclusive. The list is partial, so the mix of outcomes need not match the whole.

SMILES	TSG101-PTAP inh	B2AR arrestin ag	FH mod	p53null 39C kill	NTMT1 inh	GALK inh	p53null 32C kill
Cc1cccc(N2CCN(C(=O)C3CCCN(S(=O)(=O)c4cccc5nsnc45)C3)CC2)c1C (configuration not stated)	-8%	1%	-6%	7%	-16%	5%	7%
COC(=O)c1ccc2c(=O)n(CCCCCC(=O)N3CCN(c4cc(C)ccc4C)CC3)c(=O)[nH]c2c1	0%	-3%	-18%	?	?	3%	?
COc1ccc(Cl)cc1N(C)C(=O)C(=O)Nc1ccc2nc3n(c(=O)c2c1)CCCCC3	0%	0%	-8%	-19%	0%	-12%	5%
COc1ccc(C(=O)Cn2c(=O)n3nc(CCn4nc(C)cc4C)nc3c3cc(OC)c(OC)cc32)cc1	0%	0%	-24%	5%	10%	-1%	-7%
Cc1ccc(C)c(Cn2c(=O)n(CCCCC(=O)NCc3ccc4c(c3)OCO4)c(=O)c3ccccc32)c1	-6%	-2%	3%	-12%	89µM*	-2%	11%
O=C(Nc1ccc(F)c(Cl)c1)N1CCC(CN2CCc3ccccc3C2)CC1	-1%	2%	0%	-2%	-9%	-7%	-14%
COCCCNC(=O)CCC(=O)N1Cc2cccc(OC)c2Oc2ncccc21	-1%	1%	-1%	-9%	-8%	1%	2%
Cc1nnc(N2CCCC(C(=O)NCc3ccccc3F)C2)c2nn(-c3ccc(Cl)cc3)c(C)c12 (configuration not stated)	-3%	1%	-23%	5%	-4%	5%	6%
O=C(c1ccc2c(c1)N(Cc1ccccc1F)C(=O)c1ccccc1S2=O)N1CCCCC1 (configuration not stated)	-6%	0%	-9%	-25%	-13%	9%	-3%
Cc1ccc(-n2nc(C(=O)N3CCN(c4ccccc4)CC3)c(=O)n(C)c2=O)cc1	0%	1%	?	2%	-1%	0%	3%
CCC(C)NC(=O)c1cn(CC)c2ccc(S(=O)(=O)N3CCCCC3)cc2c1=O (configuration not stated)	0%	1%	-14%	-11%	-3%	0%	-16%
Cc1cccc(N2CCN(C3(c4ccccc4)C(=O)c4ccccc4C3=O)CC2C)c1 (configuration not stated)	-1%	1%	/	-3%	/	-8%	4%
Fc1ccc(CN2CCc3nc(Nc4ccccc4)ncc3C2)cc1F	-4%	1%	4%	-5%	-1%	0%	-9%
CCCCn1c2ccc(F)cc2c2nnc(SCCN(CC)CC)nc21	2%	0%	-6%	-22%	-20%	5%	-6%
CC(=O)c1ccc(NC(=O)Cn2cnc3nc4c(cc3c2=O)CC(C)CC4)cc1 (configuration not stated)	19%	0%	-24%	-21%	?	0%	-22%
CCOC(=O)c1cnc2c(C)cc(C)cc2c1Nc1cccc(C(=O)O)c1	-2%	-2%	-19%	-3%	?	-3%	11%
O=C(Cc1csc2nc(-c3ccccc3)cn12)NCc1ccc(F)cc1	1%	1%	2%	-20%	-9%	-2%	-9%
CCCCOc1ccccc1C(=O)N(Cc1cccc(F)c1)C1CCS(=O)(=O)C1 (configuration not stated)	-8%	0%	0%	14%	-1%	9%	0%
COc1cc(OC)c(NC(=O)CSc2nccn2C)cc1Cl	-1%	1%	-7%	-21%	3%	9%	10%
COc1ccccc1-c1nc(SCC(=O)NCc2ccc(C)cc2)c2c(=O)n(C)c(=O)n(C)c2n1	0%	0%	-21%	5%	23%	-3%	10%
CCOc1ccc(NC(=O)CCn2nc(C)c(S(=O)(=O)N3CCCCC3)c2C)cc1	1%	-1%	-24%	-13%	-1%	-1%	-11%
Cc1ccc(-n2nc3c(=O)n(C(C)C(=O)NCc4ccccc4C)nc(C)c3c2C)cc1 (configuration not stated)	3%	1%	-13%	-4%	?	-2%	15%
CN(C)S(=O)(=O)c1ccc2c(c1)N(CC(=O)Nc1ccc(F)cc1)C(=O)CS2	-6%	0%	-7%	4%	2%	2%	1%
CCOC(=O)c1ccc(-n2c(N)c(C(=O)OC)c3nc4ccccc4nc32)cc1	-1%	2%	2%	1%	?	1%	-1%
COc1ccc(CCNC(=O)CN(c2ccccc2)S(=O)(=O)N(C)C)cc1OC	-7%	1%	8%	-13%	-2%	1%	3%
COc1ccc(CNC(=O)C2CCCN(S(=O)(=O)c3cccc4nsnc34)C2)cc1 (configuration not stated)	-3%	-2%	-3%	-9%	0%	9%	9%
Cc1ccc(C)c(NC(=O)c2ccc3nc(CCc4ccccc4)oc3c2)c1	-1%	2%	7%	9%	-2%	-3%	-1%
Cc1ccc(C)c(S(=O)(=O)n2nc(C)c(S(=O)(=O)N3CCCCCC3)c2C)c1	-3%	1%	4%	?	8%	0%	4%
COC(=O)c1c(NC(=O)Cc2coc3cc(C)cc(C)c23)sc2c1CCC2	2%	1%	-23%	-11%	-22%	2%	3%
O=C(CN1C(=O)CSc2ccc(S(=O)(=O)N3CCCC3)cc21)NCc1ccc(F)cc1Cl	0%	-1%	-7%	11%	-12%	-2%	-14%
Cc1cccc(NC(=O)c2oc3ccc(S(=O)(=O)N(C)C4CCCCC4)cc3c2C)c1C	-5%	0%	-14%	17%	2%	0%	-1%
COc1ccc(OC)c(NC(=O)CN2C(=O)CC(C)Sc3ccccc32)c1 (configuration not stated)	2%	0%	-2%	-3%	-1%	?	-11%
COc1cccc2cc(-c3nc(Nc4cccc(C)c4C)sc3C)c(=O)oc12	-9%	-1%	-16%	9%	8%	1%	6%
O=C(NCCc1ccc(Cl)cc1)c1cccn1-c1nnc(N2CCCCC2)s1	1%	0%	-15%	-19%	-3%	1%	-5%
NS(=O)(=O)c1ccc(CCNc2nc3c(-c4cccc(F)c4)nnn3c3ccc(Cl)cc23)cc1	-4%	0%	-5%	?	?	9%	-15%
COc1ccc(-c2nnc3n2N(C(C)=O)C(c2ccc(Cl)c(Cl)c2)=C(C(C)=O)S3)cc1	-6%	-3%	1%	9%	7%	0%	6%
O=C(CN1C(=O)C2(SCC(=O)N2c2cccc(Cl)c2)c2ccccc21)NCCc1ccccc1 (configuration not stated)	-10%	2%	-26%	15%	1%	1%	14%
COc1ccc(C)cc1NC(=O)c1cc2c(=O)n(Cc3cccnc3)ccc2nc1C	2%	1%	-7%	0%	-2%	2%	4%
COc1ccc(Cl)cc1S(=O)(=O)N1CCN(C(=O)c2cc(-c3ccc(Br)cc3)n[nH]2)CC1	-6%	-1%	-15%	-28%	5%	5%	21%
Cc1ccc(-c2nnc(SCC(=O)NCc3ccccc3)o2)cc1	-4%	-1%	-6%	0%	10%	-1%	10%

Look-ups from the list.
Value for `CCOC(=O)c1ccc(-n2c(N)c(C(=O)OC)c3nc4ccccc4nc32)cc1` in TSG101-PTAP inh: -1%
Value for `Cc1nnc(N2CCCC(C(=O)NCc3ccccc3F)C2)c2nn(-c3ccc(Cl)cc3)c(C)c12` (configuration not stated) in p53null 39C kill: 5%

Part of the list above, with two lines to a compound:
Order of values: TSG101-PTAP inh | B2AR arrestin ag | FH mod | p53null 39C kill | NTMT1 inh | GALK inh | p53null 32C kill
COc1ccc(CCNC(=O)CN(c2ccccc2)S(=O)(=O)N(C)C)cc1OC
    -7% | 1% | 8% | -13% | -2% | 1% | 3%
COc1ccc(CNC(=O)C2CCCN(S(=O)(=O)c3cccc4nsnc34)C2)cc1 (configuration not stated)
    -3% | -2% | -3% | -9% | 0% | 9% | 9%
Cc1ccc(C)c(NC(=O)c2ccc3nc(CCc4ccccc4)oc3c2)c1
    -1% | 2% | 7% | 9% | -2% | -3% | -1%
Cc1ccc(C)c(S(=O)(=O)n2nc(C)c(S(=O)(=O)N3CCCCCC3)c2C)c1
    -3% | 1% | 4% | ? | 8% | 0% | 4%
COC(=O)c1c(NC(=O)Cc2coc3cc(C)cc(C)c23)sc2c1CCC2
    2% | 1% | -23% | -11% | -22% | 2% | 3%
O=C(CN1C(=O)CSc2ccc(S(=O)(=O)N3CCCC3)cc21)NCc1ccc(F)cc1Cl
    0% | -1% | -7% | 11% | -12% | -2% | -14%
Cc1cccc(NC(=O)c2oc3ccc(S(=O)(=O)N(C)C4CCCCC4)cc3c2C)c1C
    -5% | 0% | -14% | 17% | 2% | 0% | -1%
COc1ccc(OC)c(NC(=O)CN2C(=O)CC(C)Sc3ccccc32)c1 (configuration not stated)
    2% | 0% | -2% | -3% | -1% | ? | -11%
COc1cccc2cc(-c3nc(Nc4cccc(C)c4C)sc3C)c(=O)oc12
    -9% | -1% | -16% | 9% | 8% | 1% | 6%
O=C(NCCc1ccc(Cl)cc1)c1cccn1-c1nnc(N2CCCCC2)s1
    1% | 0% | -15% | -19% | -3% | 1% | -5%
NS(=O)(=O)c1ccc(CCNc2nc3c(-c4cccc(F)c4)nnn3c3ccc(Cl)cc23)cc1
    -4% | 0% | -5% | ? | ? | 9% | -15%
COc1ccc(-c2nnc3n2N(C(C)=O)C(c2ccc(Cl)c(Cl)c2)=C(C(C)=O)S3)cc1
    -6% | -3% | 1% | 9% | 7% | 0% | 6%
O=C(CN1C(=O)C2(SCC(=O)N2c2cccc(Cl)c2)c2ccccc21)NCCc1ccccc1 (configuration not stated)
    -10% | 2% | -26% | 15% | 1% | 1% | 14%

(continued)
SMILES	TSG101-PTAP inh	B2AR arrestin ag	FH mod	p53null 39C kill	NTMT1 inh	GALK inh	p53null 32C kill
O=C(CSc1nc2c([nH]c3ccccc32)c(=O)n1-c1ccc(F)cc1)Nc1ccc2c(c1)OCCO2	-1%	?	-12%	-4%	-5%	0%	0%
COc1ccc(NC(=O)Cn2c(=O)n(CCC(C)C)c(=O)c3cccnc32)cc1Cl	-1%	1%	-7%	-16%	4%	4%	4%
CCOc1ccc(-n2c(SCC(=O)N3CCC(C)CC3)nc3c([nH]c4ccccc43)c2=O)cc1	-7%	0%	8%	15%	-2%	0%	1%
COc1ccc2nc(NC(=O)c3nc(SC(C)C)ncc3Cl)sc2c1	1%	-2%	-21%	-11%	12%	2%	-6%
CCOc1ccccc1C(=O)N(Cc1ccco1)Cc1ccco1	-3%	-2%	-2%	-17%	4%	8%	-10%
CCOc1cc(CNC(=O)NC2COc3ccc(OC)cc3C2)cc(OCC)c1OCC (configuration not stated)	1%	0%	2%	-16%	17%	0%	-8%
COc1cc(CNC(=O)c2ccc(NC(=O)N3CCCCc4ccccc43)cc2)cc(OC)c1OC	-7%	0%	-22%	9%	-14%	0%	2%
COc1ccc(C2C(C(N)=O)=C(C)Nc3nc(SCc4ccccc4Cl)nn32)cc1OC (configuration not stated)	1%	-2%	0%	5%	-15%	1%	3%
Fc1ccccc1-n1ncc2c1ncn1nc(Cc3ccccc3)nc21	0%	0%	-9%	-24%	-19%	-3%	-25%
